Bioassay records deposited in PubChem by several laboratories.
TLR4-MyD88 BLA: TLR4-MyD88 interaction inhibition in cells. HeLa CL3-4 TLR4/MyD88 BLA complementation, FRET ratio. inhibition, % at 8.4 µM. 200,000 tested, 0.18% active; in the data active means inhibition above about 25%;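 further: 0% = vehicle and 100% = reference inhibitor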
PMI act: activators of human phosphomannose isomerase | P34949 | purified human PMI, coupled resazurin fluorescence, 20 min; hits give high values; 1 = vehicle control, 0 substrate-free wells | activation factor at 20 µM | 190,000 tested, 0.005% active;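 active means activation factor of 2 or more at 20 µM, relative to plate controls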
Target sequence (P34949 whole entry, looked up): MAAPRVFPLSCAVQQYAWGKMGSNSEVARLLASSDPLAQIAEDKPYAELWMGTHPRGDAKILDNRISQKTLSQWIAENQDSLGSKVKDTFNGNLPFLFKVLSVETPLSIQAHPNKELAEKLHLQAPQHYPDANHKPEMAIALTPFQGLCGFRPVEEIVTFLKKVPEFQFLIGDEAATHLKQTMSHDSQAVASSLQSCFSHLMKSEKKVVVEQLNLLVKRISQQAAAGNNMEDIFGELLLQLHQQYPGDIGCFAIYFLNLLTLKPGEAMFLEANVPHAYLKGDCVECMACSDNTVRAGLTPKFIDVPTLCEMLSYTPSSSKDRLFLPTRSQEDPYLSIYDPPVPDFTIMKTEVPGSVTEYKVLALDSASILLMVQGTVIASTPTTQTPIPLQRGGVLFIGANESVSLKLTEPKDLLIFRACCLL
Lmaj promast: reduces viability of Leishmania major promastigotes. 200,000 tested, 9% active. resazurin fluorescence viability. AID 1063. inhibition, % at 10 µM;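 further: promastigotes grown with compound for 44 hours at 28 °C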
G6PDH counter: L. mesenteroides G6PDH inhibition counter-screen; inhibition, % at 5 µM; Purified L. mesenteroides G6PDH, diaphorase/resazurin coupled fluorescence, 45 min; AID 1020; 200,000 tested, 0.12% active
DTT redox prof: compounds producing H2O2 with reducing agent – biochemical, NIH compound library profiling, artefact control for MLSCN library redox annotation, primary screen; DTT-dependent redox cycling H2O2, phenol red/HRP absorbance; 100% = 100 µM peroxide control, 0% = buffer; activation, % at 10 µM; 200,000 tested, 0.03% active;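 active means activation of at least 50% relative to the plate's high and low controls in the primary single-dose screen; inactive means activation below 50%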;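 further: compound incubated with DTT at 0.8 mM final as the reducing agent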
Hsp70 activator: transcriptional activators of Hsp70; HeLa Hsp70 promoter luciferase reporter, luminescence; scaled: vehicle 0, proteasome-inhibitor control 100%; activation, % at 10 µM; 200,000 tested, 0.04% active; AID 1203;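 active means activation above the mean across all tested compounds plus 3 SD, cutoff set per campaign, cut at about 5.5% in these data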;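 further: 100% = MG132 at 30 µM as the positive control and 0% = DMSO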
Diaphorase inh: diaphorase inhibition or chemical oxidation counter-screen; inhibition, % at 20 µM; 190,000 tested, 0.69% active; diaphorase resazurin-to-resorufin fluorescence, NADH, 16 min; bacterial (C. kluyveri) enzyme, not human; AID 1217;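 active means primary screen inhibition at 20 µM above a set limit, cut at about 50% in these data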;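 further: plate controls were DMSO with full reaction for no effect and wells lacking NADH for full effect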
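Assay system: diaphorase enzyme from Clostridium kluyveri; Input: enzyme working solution with 0.14 U/mL diaphorase; Timing: 16 min at room temperature; Technique: resorufin fluorescence, excitation 544 nm, emission 590 nm; Benchmarks: positive control minus NADH, DMSO neutral control.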
PMI act hi M6P: increases human PMI activity with near-saturating mannose 6-phosphate; P34949; coupled PMI enzyme assay, resazurin fluorescence, 20 min; hits give high values; 1 = untreated enzyme, 0 = substrate-free blank; activation factor at 20 µM; 190,000 tested, 0.34% active;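 active means activation factor of 2 or more at 20 µM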
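test system = human PMI in coupled enzyme assay | medium = HEPES-buffered pH 7.4 with magnesium and detergent | also added = 1.0 mM mannose-6-phosphate substrate with 0.22 mM NADP+ | compound = 20 µM single dose | times = 20 min incubation at room temperature | measured by = resorufin fluorescence (Ex 544/Em 590 nm) from resazurin via diaphorase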
S1P3 antagonist: S1P3 (human) receptor antagonism | 170,000 tested, 0.27% active | AID 485 | inhibition, % at 4.98 µM | CHO S1P3 NFAT-BLA reporter, FRET fluorescence, antagonist mode | Q99500;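 active means inhibition above the plate cutoff, the mean inhibition of test wells on that plate plus 3 SD, cut at about 28% in these data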;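 further: cells challenged with S1P at its EC80 of 0.8 µM; blue over green emission ratio from cleaved BLA substrate after 4 h stimulation; 0% = S1P-stimulated wells and 100% = unstimulated DMSO-only wells; some compounds past the cut are filed as inactive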
Target sequence (Q99500 whole entry, looked up): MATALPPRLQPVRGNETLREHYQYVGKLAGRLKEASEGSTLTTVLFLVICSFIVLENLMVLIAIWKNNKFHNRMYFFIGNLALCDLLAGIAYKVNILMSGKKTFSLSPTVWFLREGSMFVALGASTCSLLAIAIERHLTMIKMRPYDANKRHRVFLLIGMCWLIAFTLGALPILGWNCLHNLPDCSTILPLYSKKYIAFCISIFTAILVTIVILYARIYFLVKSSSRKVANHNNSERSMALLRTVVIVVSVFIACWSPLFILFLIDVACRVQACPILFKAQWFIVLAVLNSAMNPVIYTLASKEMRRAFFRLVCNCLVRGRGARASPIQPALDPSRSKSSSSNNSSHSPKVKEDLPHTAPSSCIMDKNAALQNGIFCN
Diaph act CS: counter-screen for diaphorase-based assays: diaphorase activators and chemical reducers; AID 1229; 190,000 tested, 0.005% active; activation factor at 20 µM; Diaphorase/resazurin coupled assay, resorufin fluorescence, 16 min; hits give high values; 1 = vehicle wells, 0 = NADH-free wells;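 active means diaphorase activity raised at least twofold by the compound at 20 µM; inactive means activation factor below 2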
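Assay system: Purified diaphorase enzyme from Clostridium kluyveri | Amount: Enzyme 0.07 U/mL final | Dosing: Compound 20 µM once, DMSO 1% | Timing: 16 min reaction at room temperature | Detection: Fluorescence, excitation 544 nm and emission 590 nm | Evaluation: Higher resorufin formation from activation or reduction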
RAM network inh: inhibitors of the yeast RAM network | inhibition, % at 50 µM | 190,000 tested, 1.8% active | S. cerevisiae dse1pr::URA3 reporter, 5-FOA growth OD615, 2 d; analog-sensitive cbk1-as2 kinase mutant strain;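 active means inhibition above a set limit, 3 SD over mean compound inhibition, cut at about 8.4% in these data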;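 further: 0% = DMSO-only wells with no growth and 100% = 10 µM 1-NA-PP1 full growth; inhibition rescues growth on 5-FOA so higher OD means more RAM inhibition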
An asterisk follows results filed as active; nt = not tested or not shown. Unless noted, no stated cut-off is given here; in the data, active means inhibition above about 50%; inactive means the rest. Rows were taken by chance (roughly 12% active in at least one column).

SMILES	TLR4-MyD88 BLA	PMI act	Lmaj promast	G6PDH counter	DTT redox prof	Hsp70 activator	Diaphorase inh	PMI act hi M6P	S1P3 antagonist	Diaph act CS	RAM network inh
Cc1cccnc1N(C(=O)Nc1cccc(Cl)c1)C1=NCC(C)(C)S1	-5	1	-4	0	0.8	-0.3	19	1	-1	0.8	0.0
Cc1ccc(CNC(=O)CCNC(=O)Cn2ccc3ccccc3c2=O)cc1	-23	1	-13	-3	-7.6	0.0	11	1	nt	0.9	3.0
N#CCc1nc(-c2cc3ccccc3oc2=O)cs1	8	1.1	-2	10	0.2	0.0	1	1	-4	1	3.8
Cc1ccc(N2C(=O)c3oc4ccccc4c(=O)c3C2c2cccc(O)c2)nc1 (stereo unspecified)	-9	nt	15	nt	-0.3	-0.1	nt	nt	-22	nt	nt
O=c1[nH]c2ccc(Br)cc2c(-c2ccccc2)c1N1CCOCC1	-4	0.9	3	-31	0.1	0.6	5	0.9	-42	0.9	4.2
O=C(O)c1c[nH]c2ccc(S(=O)(=O)N3CCN(c4ccc(F)cc4)CC3)cc2c1=O	5	0.9	-6	-14	-2.2	0.0	14	0.9	nt	0.9	4.1
c1cncc(-c2nnc(SCc3nc4ccccc4[nH]3)o2)c1	2	0.9	2	-15	2.6	-0.1	19	0.9	-45	0.8	0.1
Cc1ccc(OCCCNC2CCCC2)cc1	-6	1	8	10	0.3	-0.4	1	1.1	8	1	1.0
CC(C)C(=O)Nc1nnc(CCN2CCCCC2)s1	2	0.9	-2	3	0.3	-0.1	0	1	nt	1	2.7
CCCC1(c2ccccc2)NC(=O)N(CC(=O)c2[nH]c(C)c(C(=O)OCC)c2C)C1=O (stereo unspecified)	-2	0.9	18	3	0.0	0.0	34	0.9	20	0.7	3.0
ClCC1CSC(=NC23CC4CC(CC(C4)C2)C3)O1 (stereo unspecified)	-11	0.9	-5	19	-0.2	-0.2	4	0.9	0	1	0.5
CCCC1=C(C(=O)OCC)C(c2ccc(OC)c(C)c2OC)C(C#N)=C(N)O1 (stereo unspecified)	-11	0.7	-2	3	-0.6	-0.5	28	0.8	-12	0.7	1.2
O=C(/C=C/c1c[nH]c2ccccc12)c1ccccc1	22	0.6	38	18	-0.1	0.0	33	0.5	9	0.7	0.0
CCOc1ccc(C(C(=O)NC2CCCCC2)N(C(=O)c2ccccn2)c2cccnc2)cc1 (stereo unspecified)	1	1	-7	-2	-0.4	0.0	0	1	-16	1	2.5
Cc1ccc(Cn2c(O)c(N=NC(=S)Nc3ccccc3F)c3cc(S(=O)(=O)N4CCOCC4)ccc32)cc1	-20	0.9	3	5	-0.8	-0.2	15	0.9	-1	0.8	5.3
CN1CCN(C(=O)C2=C[C@@H](c3ccc(Br)cc3)C[C@@H](OCc3ccc(CO)cc3)O2)CC1	-2	0.9	17	-1	-1.1	-0.2	11	1	-7	0.9	0.5
CCN(C(=O)COC(=O)c1cc2ccccc2cc1O)C1CCS(=O)(=O)C1 (stereo unspecified)	6	1	0	0	2.7	-0.2	9	1	nt	0.9	0.0
CCCCOc1ccc(-c2nc(-c3cccnc3)no2)cc1	18	1	-7	2	-2.9	-0.1	4	1	4	1	2.6
CCOc1ccc(C(=O)NCCN2CCOCC2)cc1	3	1	-5	1	0.1	-0.3	-4	1	-9	1	1.0
COc1ccc(C(=O)NCc2cccnc2)cc1S(=O)(=O)N1CCOCC1	-9	0.9	0	4	2.9	-0.4	-2	1	-4	1	2.0
O=C(Cn1c(=S)[nH]c2ccccc21)c1ccccc1	-3	1	-6	4	-0.3	-0.4	5	1	14	0.9	2.8
O=C(Nc1ccc(F)cc1)C(c1ccccc1)N1CCN(S(=O)(=O)c2c(F)cccc2F)CC1 (stereo unspecified)	4	0.9	5	11	0.6	-0.3	13	0.9	3	0.9	1.2
COc1ccc(Nc2nnc(Cc3ccc(Cl)cc3)c(=O)[nH]2)c(OC)c1	1	0.7	-12	11	-1.8	-0.4	22	0.8	nt	0.8	0.0
CCOC(=O)C(=CNc1ccccc1C)C(=O)OCC	8	0.9	-6	-21	2.0	-0.3	16	0.9	nt	0.8	0.0
CCCCNC(=S)NNC(=O)c1ccc(Br)o1	11	1.1	-6	-2	-0.2	-0.3	-11	1.1	1	1.1	1.0
CCOC(=O)c1ccccc1NC(=O)C1COc2ccccc2O1 (stereo unspecified)	-8	1	6	-5	1.6	-0.3	17	1	15	0.8	2.7
O=C(NCc1ccccc1)NC1(C(=O)N2CCN(c3ccccc3)CC2)CCCCC1	-3	0.9	54*	10	2.1	-0.3	26	0.9	-11	0.7	0.1
O=C(CSc1nnc2c(n1)[nH]c1ccccc12)OCc1ccccc1	-7	0.9	79*	3	0.5	-0.4	13	0.9	nt	0.9	3.1
CC(C)CC(=O)Nc1ccnc(-c2ccncc2)n1	-1	1.1	-1	7	-1.6	-0.5	-7	1.1	12	1.1	-1.3
COc1ccc(OCC(=O)O/N=C(\N)Cc2cccs2)cc1	-5	1	38	7	0.2	-0.1	0	0.9	-1	1	2.2
COc1ccc(NC(=O)Cc2ccc(Cl)cc2)cc1NC(=O)c1ccco1	-7	1	37	3	0.0	-0.1	5	1	-12	0.9	0.9
COc1ccc(N2CCN(C(C)=C3C(=O)c4ccccc4C3=O)CC2)cc1	-1	0.9	1	11	-0.7	0.2	2	0.6	-7	1	-1.5
Oc1ccc(-c2csc(Nc3ncccn3)n2)cc1O	-8	0.4	39	29	-2.2	0.8	52*	0.7	-23	0.5	0.5
Cc1cccc(N=C/C(C(=O)C(F)(F)F)=C(\O)c2ccco2)c1	-5	1.3	-6	13	-0.2	-0.1	-3	1.3	-8	1	2.5
Fc1ccc(-c2cnc(-c3cccs3)o2)cc1	0	1.1	-8	18	2.0	-0.3	-18	1.1	nt	1.2	3.0
O=C1NC(=O)/C(=C\c2ccccc2OCc2ccccc2)S1	-16	1.2	0	-8	0.8	-0.1	9	1.1	-6	0.9	4.0
Cc1nc(-c2ccccc2)sc1C(=O)CSc1ccc(F)cc1	-5	0.8	-7	6	-1.1	0.1	22	0.8	nt	0.8	1.6
CC(Oc1ccccc1)c1nnc(N)s1 (stereo unspecified)	1	1	-3	19	-0.2	0.0	3	0.9	17	1	1.7
Cc1c(-n2cc(C(=O)O)c(=O)c3cc(F)c(N4CCCC4)c(F)c32)c(=O)n(-c2ccccc2)n1C	nt	0.9	nt	12	nt	nt	18	0.8	nt	0.8	nt
Cc1cc(C(=O)COC(=O)CCCN2C(=O)c3ccccc3C2=O)c(C)n1C	-7	0.9	-6	3	2.4	1.0	25	0.9	-2	0.7	-0.6
Cc1ccc(-n2c(SCC(N)=O)nc3c(c2=O)C2(CCCC2)Cc2ccccc2-3)cc1	-9	0.8	33	-19	1.2	0.0	19	0.9	-4	0.8	5.8
CCCNC(=O)NS(=O)(=O)c1cnccc1Sc1ccc(Cl)cc1	12	1.1	-8	6	2.3	-0.3	5	1.1	nt	0.9	0.0
CCN(CC)S(=O)(=O)c1cccc(NC(=O)COC(=O)c2cc(C)oc2C)c1	-3	0.9	-3	8	-0.2	-0.2	23	0.9	nt	0.8	2.2
O=C(Cn1c(NCCO)nc2ccccc21)c1ccco1	9	0.9	-3	-10	1.1	-0.1	16	0.9	nt	0.8	1.9
Cc1ccccc1NC(=O)N1CCC(C(=O)c2ccc(F)cc2)CC1	0	1	36	0	-0.5	-0.1	-3	1	0	1	1.8
COc1ccc(CN2C(=O)c3ccccc3C2C(=O)NCCc2ccccc2)c(OC)c1 (stereo unspecified)	-12	0.8	1	2	-1.1	-0.2	22	0.8	-8	0.8	1.7
Cc1ccc(NC(=O)C(OC(=O)c2cc(C)oc2C)c2ccccc2)cc1 (stereo unspecified)	-1	0.9	52*	-2	-0.1	-0.2	16	1	14	0.8	2.7
CCOc1cc2c(cc1C(C)(C)C)NC(=O)CS2	-10	0.9	-2	0	0.0	-0.1	14	0.9	18	0.9	0.3
O=C(O/N=C\c1ccc(N2CCOCC2)c([N+](=O)[O-])c1)c1ccccc1Cl	2	0.9	-1	4	-7.3	0.1	4	1	nt	1	7.9
CCS(=O)(=O)N1CCC(C(=O)NCCCN2CCC(Cc3ccccc3)CC2)CC1	1	1	22	2	0.2	-0.4	13	1	-19	0.9	-1.2
Cc1ccc(C)c(NC(=S)NC2CC3CCCC(C2)N3CC(C)C)c1 (stereo unspecified)	-10	1	65*	5	2.0	-0.1	-3	1	nt	1	0.2
CC(C)n1c(-c2ccc(N(C)C)cc2)nc2ccccc21	0	0.9	50*	14	1.7	-0.2	24	0.7	15	0.8	1.3
CC(C)CCNC(=O)CCCn1c(=O)[nH]c2ccc(Br)cc2c1=O	6	0.9	-1	7	-1.6	-0.4	5	0.9	nt	0.9	3.1
Cc1ccccc1NC(=O)C(=O)NCCc1c[nH]c2ccccc12	0	0.8	-5	5	-2.0	-0.2	12	0.9	-24	0.9	2.9
CCOC(=O)c1c(C)oc2c1c(CN1CCN(C(=O)OCC)CC1)c(O)c1ccccc12	2	0.7	29	40	-0.8	0.2	36	0.3	4	0.6	0.9
COc1ccc(OCc2nnnn2-c2ccccc2)cc1	-19	0.9	-1	3	2.1	-0.4	7	0.9	nt	0.9	2.7
CCn1ncc([C@@H]2C[C@H]3CN(Cc4cccc(Cl)c4)C(=O)[C@]34CCCN24)c1C	-15	1	5	14	0.9	-0.2	5	1	-9	1	-1.5
Cc1ccc(S(=O)(=O)N2CCN(Cc3nc4sc(C)c(C)c4c(=O)[nH]3)CC2)cc1	1	0.9	2	12	0.2	-0.2	1	1	nt	1	2.3

Individual results from the entries so far:
COc1ccc(CN2C(=O)c3ccccc3C2C(=O)NCCc2ccccc2)c(OC)c1 (stereo unspecified) in Lmaj promast is listed with 1
Cc1ccc(-n2c(SCC(N)=O)nc3c(c2=O)C2(CCCC2)Cc2ccccc2-3)cc1 in PMI act hi M6P is listed with 0.9
